Thrombin inh: thrombin (human) inhibition | P00734 | alpha-thrombin, Boc-VPR-AMC fluorogenic substrate cleavage | inhibition, % at 5 µM | 220,000 tested, 0.26% active | AID 1046;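 active = inhibition at or above 40%; inactive = inhibition below 40%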;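 note: 0% = enzyme with no compound and 100% = wells without enzyme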
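System – human alpha-thrombin · Medium – pH 7.5 Tris (50 mM) with NaCl 150 mM, Tween 20 0.05% · Compound – single-point dosing at 5 µM, 0.2% DMSO · Incubation – enzyme reaction carried out at room temperature · Technique – fluorescence of released AMC, ex 355 nm, em 460 nm · Read-out basis – % inhibition of thrombin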
EBV gp42 inh: EBV gp42 inhibition; Q1HVG2; Fluorescence polarization binding assay, mP read-out; inhibition, % (tested at 21.74 µM); 220,000 tested, 0.42% active; in the data active = inhibition above about 50%
Target sequence (Q1HVG2 whole entry, looked up): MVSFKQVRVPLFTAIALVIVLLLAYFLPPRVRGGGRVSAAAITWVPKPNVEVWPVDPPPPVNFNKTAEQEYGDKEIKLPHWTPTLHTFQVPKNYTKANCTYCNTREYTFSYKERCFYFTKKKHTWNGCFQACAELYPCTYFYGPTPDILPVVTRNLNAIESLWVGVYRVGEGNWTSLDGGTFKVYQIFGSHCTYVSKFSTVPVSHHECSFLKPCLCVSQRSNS
NCF1 inh: p47phox (human) inhibition | p47phox/p22phox peptide binding, fluorescence polarization, 2 h | inhibition, % at 24.7 µM | 220,000 tested, 0.53% active | AID 1274 | P14598;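 note: 0% = p47phox with labelled peptide and 100% = labelled peptide alone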
KLK5 inh: blocks human kallikrein 5 protease activity; Q9Y337; recombinant hK5, fluorogenic AMC substrate cleavage; AID 873; inhibition, % at 5 µM; 210,000 tested, 0.59% active;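 active = inhibition of 40% or more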;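 note: 0% = enzyme controls without compound and 100% = no-enzyme blanks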
14-3-3 Bad inh: disrupts binding of bovine 14-3-3 zeta to phospho-Bad peptide | 220,000 tested, 0.71% active | inhibition, % at 21.7 µM | P63103 | AID 781 | TR-FRET 14-3-3zeta/Dy647-pBad peptide displacement, 1 h;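 active = inhibition above about 70%, limit read from the data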;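 note: 0% = full 14-3-3 plus peptide FRET controls and 100% = background without 14-3-3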
Target sequence (P63103 whole entry, looked up): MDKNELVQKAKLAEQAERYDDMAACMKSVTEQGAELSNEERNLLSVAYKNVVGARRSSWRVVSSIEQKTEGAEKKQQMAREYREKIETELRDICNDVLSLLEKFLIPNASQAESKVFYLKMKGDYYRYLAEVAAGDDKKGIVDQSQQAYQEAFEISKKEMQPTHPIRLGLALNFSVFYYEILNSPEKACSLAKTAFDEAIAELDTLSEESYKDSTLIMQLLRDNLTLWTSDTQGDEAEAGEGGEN
eIF4E 4G PPI: inhibitors of eIF4E and eIF4G interaction in translation initiation. P63073+Q04637. TR-FRET eIF4E-eIF4GI(517-606) binding, 2 h. inhibition, % at 21.7 µM. 220,000 tested, 0.37% active. AID 782;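 note: 0% = full FRET control wells and 100% = background wells lacking eIF4GI fragment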
Rad51 HR inh: Rad51 (human) homologous recombination inhibition; inhibition, % at 10 µM; hRad51 DNA strand exchange, fluorescence dequenching; Q06609; AID 1385; 200,000 tested, 0.085% active;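 active = inhibition above 40% at the single screening dose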;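 note: 0% = DMSO control wells and 100% = blanks with heterologous ssDNA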
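Material: hRad51 filaments on single-stranded DNA; Reagent: Donor/quencher-labelled 47-bp dsDNA substrate; Compound: 10 µM final, single point; Schedule: 37 °C 15-min filament assembly, 30-min compound preincubation, 15-min exchange; Technique: FRET fluorescence, excitation 485 nm, emission 520 nm; Benchmarks: control wells and blank wells on each plate.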
Cl transport mod: KCC2 (human) Cl- transport modulation | B-score of Tl+ flux slope (higher = more flux/activation; lower = inhibition) at 10 µM | 190,000 tested, 2.2% active | Q9H2X9 | KCC2 cells, thallium flux FluoZin-2 fluorescence;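 active = thallium flux slope and its plate-corrected score both differing from the plate sample mean at a set confidence after two filtering rounds, in either direction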;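 note: slope of fluorescence scaled to starting intensity during 10 to 20 s after thallium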
Furin inhibitor: human furin inhibition; P09958; purified furin, fluorogenic substrate cleavage; inhibition, % at 30 µM; 220,000 tested, 0.061% active; AID 463115; in the data active = inhibition above about 25%; note: inactives centre near -15
Target sequence (P09958 108-714 limits assumed): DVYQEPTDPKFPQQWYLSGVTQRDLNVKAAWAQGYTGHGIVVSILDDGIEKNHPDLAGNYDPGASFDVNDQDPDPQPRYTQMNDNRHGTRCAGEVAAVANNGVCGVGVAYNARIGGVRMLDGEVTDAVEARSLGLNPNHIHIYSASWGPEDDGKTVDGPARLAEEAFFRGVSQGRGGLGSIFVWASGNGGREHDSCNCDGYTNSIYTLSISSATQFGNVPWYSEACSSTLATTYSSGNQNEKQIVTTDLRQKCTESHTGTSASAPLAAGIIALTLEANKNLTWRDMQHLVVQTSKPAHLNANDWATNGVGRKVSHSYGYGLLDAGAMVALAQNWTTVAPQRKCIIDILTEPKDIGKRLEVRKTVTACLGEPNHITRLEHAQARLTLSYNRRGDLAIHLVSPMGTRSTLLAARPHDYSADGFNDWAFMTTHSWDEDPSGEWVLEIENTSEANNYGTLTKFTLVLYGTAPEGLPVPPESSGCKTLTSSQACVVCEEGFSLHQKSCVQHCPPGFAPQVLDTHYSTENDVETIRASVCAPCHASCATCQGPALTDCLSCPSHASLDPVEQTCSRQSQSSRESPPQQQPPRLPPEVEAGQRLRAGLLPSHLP
* = called active by the depositor; / = no result given; [ ] = another dose, or the depositor's remark.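 Rule for the calls, unless noted: active = inhibition above about 30% (limit read from the data); inactive = the rest.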

SMILES	Thrombin inh	EBV gp42 inh	NCF1 inh	KLK5 inh	14-3-3 Bad inh	eIF4E 4G PPI	Rad51 HR inh	Cl transport mod	Furin inhibitor
Cc1ccccc1NC(=O)C(C#N)Cc1cccnc1 (stereo not drawn)	1.2	-25.4	-3.7	-6.6	/	/	-0.3	/	-16.8
O=C(Nc1ccc(Cl)cc1C(=O)Nc1ccc(Br)cn1)c1ccco1	0.3	-4.4	-11.3	-25.1	0.1	5.6	-142.3	-0.434	-10.5[20 µM]
Cc1ccc(C)c(NC(=O)CCCCCCCCCCC2COCCO2)c1 (stereo not drawn)	-5.5	-4.3	5.7	-1.8	0.5[fluorescence artefact?]	3.0	3.1	0.0341	-13.6
CCOC(=O)CN/C=C(\C#N)c1ccccc1	-8.1	-6.2	-0.2	-21.4	-2.7	11.2[fluorescence artefact?]	10.9	-0.516	-15.5
Cc1nc(NC(=O)CCc2ccccc2)ccc1Br	-1.5	-20.9	-7.7	-39.0	-2.3	-1.6	-1.1	-0.9	-15.7[20 µM]
Cc1sc(-c2ccccn2)nc1OC(=O)c1ccc(F)cc1F	5.0	-4.5	-7.3	0.4	1.4	1.8	4.9	-1.95	0.2
O=C(NCc1ccccn1)c1ccc(Cl)c(S(=O)(=O)N2CCCCC2)c1	13.7	-8.0	-2.7	1.6	1.2	-2.5	4.7	0.0976	-6.2
CCN1CCN(CCOc2ccc(Br)cc2C)CC1	-3.1	-17.1	4.3	0.4	88.9*	11.9	2.4	-1.14	-8.0
COc1cc(C(=O)O/N=C(\N)c2cccc([N+](=O)[O-])c2)cc(OC)c1OC	-0.9	5.3	-11.2	2.4	6.0	-7.7	/	-0.518	-22.3
O=[N+]([O-])c1cc(-c2ncccn2)c([N+](=O)[O-])s1	2.2	-11.6	-2.2	-7.8	8.4[fluorescence artefact?]	1.5	/	-3.13	0.8
O=C(CN1CCN(Cc2ccccc2)CC1)c1ccccc1	-7.1	-0.8	-13.1	-15.3	-10.3	-2.9	-0.6	1.52	-9.0[20 µM]
COC(=O)c1scc(C)c1N1C(=O)c2ccccc2C1=O	-1.6	-4.7	-5.1	-2.2	-8.6	-2.4	-8.1	-0.307	-15.4
COc1ccc(OC)c(-c2nc(CN(C)C(C)c3ccncn3)c(C)o2)c1 (stereo not drawn)	0.6	-9.4	-1.4	-2.5	8.9	-4.0	-9.1	/	-2.7
COC(=O)Cn1c(C(=O)N2CCCC2)cc2c1C[C@H]1CN(C(=O)c3ccccc3)[C@@](Cc3ccc(F)cc3)(C(=O)OC)[C@@H]21	0.1	-7.9	-10.2	-1.8	-7.0[fluorescence artefact?]	-6.4	1.7	-0.347	-12.9
CCO[C@H]1OC(C(=O)Nc2ccccc2)=C[C@@H](c2csc3ccccc23)[C@@H]1CCCO	-8.7	-1.3	-12.9	5.1	-3.4	0.2	-5.5	-0.0859	5.8
O=C(COC(=O)COc1ccccc1)Nc1cccc([N+](=O)[O-])c1	3.5	-16.7	5.0	0.9	8.5	-0.5	-1.4	-0.0426	-30.7
Cc1nc2ccc(S(=O)(=O)c3ccc4nc(C)[nH]c4c3)cc2[nH]1	-0.8	-7.0	-5.5	0.2	-5.7	-1.9	3.4	/	-24.3[20 µM]
CCCCCn1cnc2c(=S)nc(N)[nH]c21	-0.1	-9.8	-12.9	-2.6	8.2	-4.8	-1.9	0.372	2.1
COc1cccc(-c2nc(OC(C)C)c3ccccc3n2)c1	-4.9	13.1	-17.9	-0.3	-3.0	4.7	-8.7	0.273	-7.9[20 µM]
CCc1ccc2nc(Nc3ncc(C(C)=O)c(C)n3)nc(C)c2c1	-0.1	-21.8	-18.1	2.8	5.1	1.8	-0.8	0.556	-14.5
c1ccc2c(c1)ncn2-c1ccc(-c2ccnc(-c3ccncc3)n2)cc1	-3.6	-36.0	-1.3	4.0	26.6	-28.3	/	-0.004	-20.6[20 µM]
CCOc1ccc2nc(NC(=O)C(NS(=O)(=O)c3cccs3)C(C)C)sc2c1 (stereo not drawn)	0.3	-5.6	-15.6	-6.5	5.9	-0.7	1.6	0.046	-15.1[20 µM]
Cc1cc(C(=O)CN2C(=O)NC(CC(C)C)C2=O)c(C)n1-c1ccccc1F (stereo not drawn)	5.9	-21.0	-4.5	2.3	-12.3	0.1	16.3	-0.336	-28.3
Cc1ccc2c(N)c(C#N)sc2n1	3.8	-23.8	-14.2	-12.3	-6.6	-5.1	-1.0	0.508	-12.4[20 µM]
O=C(Nc1ccc(N2CCOCC2)cc1)C1CCCN(S(=O)(=O)c2ccccc2)C1 (stereo not drawn)	-2.3	0.6	-6.7	-8.7	0.7	5.9[fluorescence artefact?]	-3.4	/	-7.8[20 µM]
O=C(O)/C=C/C(=O)Nc1ccccc1C(=O)Nc1ccccc1	7.1	-18.1	1.6	2.2	-1.1[fluorescence artefact?]	-2.4[fluorescence artefact?]	2.1	0.53	-20.2[20 µM]
Cc1cc(=O)oc2ccc(OC(C)C(=O)O)cc12 (stereo not drawn)	-10.8	-7.8	2.7	-16.4	-4.7	-12.3	-2.3	-0.18	-13.9
CC(=O)N(C)c1ccc(NC(=O)c2cnn(C)c2)cc1	-8.2	-26.8	-0.1	-3.4	-2.3[fluorescence artefact?]	-0.2[fluorescence artefact?]	-4.0	0.0961	-14.8[20 µM]
CC(OC(=O)c1ccco1)C(=O)NC1CCCCC1 (stereo not drawn)	1.8	-14.8	-3.1	-1.0	5.6	-3.4	-3.9	0.695	-26.7
O=C(NC1CCCCCC1)C1CCN(S(=O)(=O)c2cnc[nH]2)CC1	-2.9	5.0	1.9	/	-3.8	-3.0	/	-0.592	-26.0
COc1nc(N=C(N)N)nc2c(C)cccc12	-4.2	-6.0	-13.8	-98.8	-10.8[fluorescence artefact?]	-2.9[fluorescence artefact?]	/	-0.0586	-23.9[20 µM]
CSCCC(NC(=O)c1cc(C(C)(C)C)oc1C)C(=O)O (stereo not drawn)	-6.1	0.0	-2.5	0.2	-7.3	-6.8[fluorescence artefact?]	-3.2	0.0796	-17.1
Cc1c(C(=O)N(C)C)sc(NC(=O)c2cccc([N+](=O)[O-])c2)c1C#N	6.2	-2.3	-2.8	-4.2	-0.3	2.1	-2.1	0.0386	-16.9[20 µM]
CCOc1ccc(NC2OC(CO)C(O)C(O)C2O)c([N+](=O)[O-])c1 (stereo not drawn)	-2.5	-9.3	2.9	-3.2	16.0	3.7	-3.7	0.0523	-4.1
CN(Cc1ccccc1)Cc1nc2c(c(=O)n(C)c(=O)n2C)n1Cc1ccc(Cl)cc1	-1.2	-10.0	-8.8	-6.0	14.6	-1.8	-7.6	/	6.6
CCOC(=O)c1c(C)nc2sc3c(=O)n(-c4ccc(C(C)=O)cc4)nnc3c2c1-c1ccc(OC)cc1	-1.6	1.3	-5.2	-9.2	-2.4	-11.4	5.3	0	-20.8[20 µM]
O=C(O)c1ccc(CS(=O)(=O)Cc2ccccc2F)o1	0.0	-10.7	0.8	-9.9	-4.9	-2.2	/	1.09	-30.3
O=C(CN1CCN(c2ccc(F)cc2)CC1)c1cccs1	-2.0	-4.3	-7.7	/	-2.2	1.3	/	-0.161	-22.7
Nc1[nH]c(=O)[nH]c(=O)c1N=Nc1cccc(Cl)c1	-6.7	-10.1	8.9	4.1	-18.9	-0.8	3.0	0.0421	-14.4
CC(=O)CSc1ncnc2c1oc1ccccc12	-4.2	-8.9	-4.4	-0.1	2.5	2.3	-7.5	/	-1.7
CCOC(=O)C(NC(=O)Nc1ccc(Cl)cn1)(Oc1ccccc1)C(F)(F)F (stereo not drawn)	-7.5	3.6	7.7	-7.1	6.1	12.6	0.8	0.00555	-22.5
O=S(=O)(c1cccs1)N1CN(Cc2cccs2)c2nc3ccccc3nc21	5.4	-34.0	-55.1	-9.8	-5.5	-9.8	1.4	-2.52	11.0
CC(=O)NC1(C(Cl)(Cl)Cl)Oc2ccccc2O1	0.1	-8.6	-3.4	-8.3	-6.2	5.1	-2.1	/	-7.2
CCN(CC)c1nc2nonc2nc1N(CC)CC	3.9	-13.5	-6.0	4.9	4.4	2.9	-0.5	0.489	11.5[20 µM]
CCOC(=O)C1CCN(C(=O)C2CCN(S(=O)(=O)N3CCCC3)CC2)CC1	-3.5	-22.9	5.4	-5.9	4.0[fluorescence artefact?]	1.5	-8.0	0.12	-5.8

An excerpt from above with just KLK5 inh, EBV gp42 inh and eIF4E 4G PPI.
SMILES	KLK5 inh	EBV gp42 inh	eIF4E 4G PPI
CCN(CC)c1nc2nonc2nc1N(CC)CC	4.9	-13.5	2.9
CCOC(=O)C1CCN(C(=O)C2CCN(S(=O)(=O)N3CCCC3)CC2)CC1	-5.9	-22.9	1.5

(next part)
SMILES	Thrombin inh	EBV gp42 inh	NCF1 inh	KLK5 inh	14-3-3 Bad inh	eIF4E 4G PPI	Rad51 HR inh	Cl transport mod	Furin inhibitor
NC(=O)CSc1nnc(COc2ccccc2)n1N	-0.9	-4.0	-1.6	2.9	-2.5	-12.6	0.8	0.0762	-27.0
Nc1cccc(/C=C/c2ccncc2)c1	0.1	-11.7	-5.8	0.5	-2.1	-6.5	/	1.2	-3.5
CCCc1nnc(NC(=O)Cn2c(=O)oc3cc(Br)ccc32)s1	-1.2	-34.5	-4.4	-23.3	-6.9[fluorescence artefact?]	-6.0[fluorescence artefact?]	-10.5	-0.00838	-13.9[20 µM]
CCC1(C)OC(=O)NN(c2ccc(C)cc2)C1(C)O (stereo not drawn)	-0.5	-0.5	3.4	-3.2	2.6	3.4	0.9	0.119	-13.6
Cc1cccc(OCCn2cnc(Cl)c2Cl)c1	-1.4	-10.4	-3.4	0.7	3.8	-5.0	-8.6	-0.171	-20.7
O=C(COC(=O)/C=C/c1ccco1)Nc1ccc(F)cc1Cl	-4.1	-4.0	-5.1	0.8	7.8	7.8	3.8	0.159	-29.0
C=C(C)c1cccc(C(C)(C)NC(=O)N2CCN(c3ccc(OC)cc3)CC2)c1	3.0	-8.4	-6.0	-16.1	-14.8	3.5[fluorescence artefact?]	1.9	1.33	-4.9
COc1ccc(C)cc1N(CC(=O)N/N=C/c1ccc2c(c1)OCO2)S(C)(=O)=O	-11.3	-7.1	-4.5	6.5	2.4	-0.5	-7.5	-0.571	-17.3
COn1c(C)c(C(C)=O)c2c3nonc3ccc21	4.5	-27.4	-7.2	-16.5	0.1	-5.6	32.5	-0.851	-21.8
COCCCN1C(=O)CC(C(=O)OC)=C1C	-0.4	-3.1	-2.4	-8.2	-0.6	2.0	9.5	0.782	-17.8

Five of the entries above in order of their number in 14-3-3 Bad inh, ascending.
SMILES	Thrombin inh	EBV gp42 inh	NCF1 inh	KLK5 inh	14-3-3 Bad inh	eIF4E 4G PPI	Rad51 HR inh	Cl transport mod	Furin inhibitor
C=C(C)c1cccc(C(C)(C)NC(=O)N2CCN(c3ccc(OC)cc3)CC2)c1	3.0	-8.4	-6.0	-16.1	-14.8	3.5[fluorescence artefact?]	1.9	1.33	-4.9
Nc1cccc(/C=C/c2ccncc2)c1	0.1	-11.7	-5.8	0.5	-2.1	-6.5	/	1.2	-3.5
CCC1(C)OC(=O)NN(c2ccc(C)cc2)C1(C)O (stereo not drawn)	-0.5	-0.5	3.4	-3.2	2.6	3.4	0.9	0.119	-13.6
Cc1cccc(OCCn2cnc(Cl)c2Cl)c1	-1.4	-10.4	-3.4	0.7	3.8	-5.0	-8.6	-0.171	-20.7
O=C(COC(=O)/C=C/c1ccco1)Nc1ccc(F)cc1Cl	-4.1	-4.0	-5.1	0.8	7.8	7.8	3.8	0.159	-29.0

Random draw from the library. Share with any hit: about 4.7%.
